NR2E3 ag-1: inhibitors of NR2E3-RetCOR corepressor binding, primary screen, NR2E3 agonist project, biochemical, TR-FRET, GST-NR2E3, biotin-RetCOR; 320,000 compounds, 0.12% hits; AID 2300, 2010; inhibition of corepressor binding, % at 4.78 µM; Photoreceptor-specific nuclear receptor (Homo sapiens), Q9Y5X4; 1536-well;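 active = percent inhibition above the cutoff of mean plus 3 SD of all tested compounds, set per screening campaign, cut at about 20% in these data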;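 note: 0% = DMSO wells and 100% = biotin wells as full block of FRET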
Target sequence (Q9Y5X4 whole entry, looked up): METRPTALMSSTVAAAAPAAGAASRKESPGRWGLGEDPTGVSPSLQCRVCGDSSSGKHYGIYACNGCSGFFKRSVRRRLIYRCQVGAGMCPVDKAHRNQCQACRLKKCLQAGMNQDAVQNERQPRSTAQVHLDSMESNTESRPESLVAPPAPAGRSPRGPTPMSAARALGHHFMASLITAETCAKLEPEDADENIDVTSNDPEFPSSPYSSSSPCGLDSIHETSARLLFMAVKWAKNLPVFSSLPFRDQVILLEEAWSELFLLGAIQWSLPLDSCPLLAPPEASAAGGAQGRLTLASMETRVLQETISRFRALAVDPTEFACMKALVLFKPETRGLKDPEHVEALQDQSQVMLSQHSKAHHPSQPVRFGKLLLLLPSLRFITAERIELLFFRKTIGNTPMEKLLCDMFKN
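System: GST-tagged NR2E3 plus biotinylated RetCOR corepressor; Amount: 1.35 nM GST-tagged NR2E3 final; Dosing: single nominal compound dose of 4.8 µM; Schedule: 5 h incubation at 4 °C; Technique: TR-FRET with europium anti-GST and streptavidin-D2, 340 nm excitation; Controls: biotin wells as high control, 0.6% DMSO wells as low control.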
iPSC survival up: enhancers of single-cell hiPSC survival, primary screen, ATPlite luminescence; 360,000 compounds, 0.044% hits; AID 602274, 2012; survival enhancement, % at 20 µM; 100% = ROCK inhibitor wells, 0% = DMSO; in the data active = survival enhancement above about 18%;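 note: cells exposed to compounds for 16 hours before the ATP read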
aDG glyco act: activators of alpha-DG glycosylation, primary screen, uHTS, Pro5-aDG cells, AlphaScreen; AID 624168, 2012; activation, % at 10 µM; 360,000 compounds, 0.22% hits; alpha-DG glycosylation AlphaScreen (IIH6); 0% Pro5, 100% B10-LARGE cell signal;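 active = activation of at least 8% versus controls, or a plate z-score of at least 8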;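 note: Pro5 are CHO cells carrying HIG-tagged alpha-DG that lacks glycosylation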
Granule exo inh: LAMP-1 surface exposure blockers, TALL-104 cells – cell-based, flow cytometry, MLPCN library, primary screen; TALL-104 LAMP-1 surface exposure; cells stimulated with thapsigargin and PMA; inhibition, % at 10 µM; 360,000 compounds, 0.66% hits; AID 651702, 2012;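 active = inhibition above about 55%, limit read from the data; inconclusive = no clear call, values can overlap the other calls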
Vif imaging: HIV Vif self-association inhibitors, primary screen, imaging, HEK293T, single point; HEK293T cells, Vif self-association by quenched fluorescence, 24 h; inhibition, % at 7.49 µM; 340,000 compounds, 0.35% hits; in the data active = inhibition above about 50%, passing the limit was not always enough; inconclusive = no clear call, values can overlap the other calls; inactive = below about 31%; note: some results filed as inactive read as strong as hits
PDI turbidity: inhibitors of human PDI, primary screen, biochemical, turbidity, single point, plate reader. Protein disulfide-isomerase (Homo sapiens), P07237. PDI insulin aggregation turbidity, A650, 90 min. inhibition, % at 10 µM. 350,000 compounds, 0.052% hits. AID 588391, 2011;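 active = mean inhibition across replicates of 30% or more, whatever share of single replicates reach that level; inconclusive = mean inhibition below 30% while every single replicate reaches 30%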;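 note: absorbance from insulin aggregation driven by PDI reduction with DTT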
Target sequence (P07237 whole entry, looked up): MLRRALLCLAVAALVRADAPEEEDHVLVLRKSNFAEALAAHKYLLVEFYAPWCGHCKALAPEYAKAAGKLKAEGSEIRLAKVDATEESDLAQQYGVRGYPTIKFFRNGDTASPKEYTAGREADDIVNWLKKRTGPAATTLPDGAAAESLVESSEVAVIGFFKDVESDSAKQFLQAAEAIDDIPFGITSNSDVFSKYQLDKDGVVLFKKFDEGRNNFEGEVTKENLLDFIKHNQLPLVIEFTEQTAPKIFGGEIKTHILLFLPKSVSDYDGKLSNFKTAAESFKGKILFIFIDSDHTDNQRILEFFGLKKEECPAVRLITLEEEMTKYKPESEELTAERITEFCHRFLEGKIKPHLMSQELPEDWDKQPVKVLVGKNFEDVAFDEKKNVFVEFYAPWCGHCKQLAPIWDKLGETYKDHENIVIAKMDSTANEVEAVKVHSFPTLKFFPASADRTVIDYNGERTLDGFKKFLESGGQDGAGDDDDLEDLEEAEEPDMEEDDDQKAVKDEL
TRPM1 prom inh: inhibitors of MITF-dependent TRPM1 promoter reporter, primary screen, cell-based, SK-MEL-5, single point, luciferase. SK-MEL-5 TRPM1 promoter luciferase, 24 h. inhibition, % at 12.5 µM. 330,000 compounds, 0.83% hits;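 active = mean inhibition across replicates of 60% or more, whatever share of single replicates reaches that level; inconclusive = some that reach 60%, reason not given; inactive = mean inhibition across replicates below 60%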; note: values of inactives mirror those of a sister screen read the other way
NR2E3 ag-2: NR2E3 agonists in two-hybrid cells, primary screen, cell-based, luminescence, CHO-S, Gal4-NCOR/VP16-NR2E3; luciferase; inhibition of corepressor binding, % at 3.98 µM; AID 602229, 2012; Photoreceptor-specific nuclear receptor (Homo sapiens), Q9Y5X4; 360,000 compounds, 0.35% hits;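 active = inhibition above the mean of all tested compounds plus 3 SD, cut at about 70% in these data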;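 note: 0% = DMSO with NR2E3 transfected cells and 100% = cells lacking NR2E3 construct; higher means lower luciferase signal from less NR2E3 corepressor binding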
CaV13 FRET inh: Disruptors of the CACNA1D IQ motif to Ca2+-dependent inactivation inhibitor domain association, primary screening, Förster resonance energy transfer in intact living … | 340,000 compounds, 0.098% hits | HEK cells, CFP/YFP FRET ICDI-IQ, plate reader, 10 min; percent FRET-ratio fall versus neutral wells | AID 743397 | inhibition, % at 12.3 µM;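 active = mean replicate inhibition of at least 30% and at least 1% of replicates passing that level; inconclusive = only one of the two criteria is met; inactive = neither criterion is met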;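 note: 0% = median of the neutral control wells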
HIF-2a block: HIF-2a reporter inhibitors, primary screen, luminescence, 786-0 RCC cells; 786-0 RCC cells HIF-2a reporter, luciferase luminescence, overnight; inhibition, % at 18.8 µM; 360,000 compounds, 0.72% hits;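 active = inhibition of the luminescence signal of 40% or more relative to plate controls, in a single-dose primary screen at 18.75 µM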
Peg3 prom inh: Peg3 promoter-driven luciferase inhibitors, primary screen, cell-based, HeLa, luciferase luminescence; AID 588405, 2011; HeLa PEG-Prom luciferase reporter, overnight; inhibition, % at 20 µM; 360,000 compounds, 1.7% hits;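 active = inhibition of at least 50% at 20 µM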
Numbers without * were called inactive; ? = inconclusive; . = no result given.

SMILES | NR2E3 ag-1 | iPSC survival up | aDG glyco act | Granule exo inh | Vif imaging | PDI turbidity | TRPM1 prom inh | NR2E3 ag-2 | CaV13 FRET inh | HIF-2a block | Peg3 prom inh
CCOC(=O)C1=C(O)C(=O)N(c2ccc(S(N)(=O)=O)cc2)C1c1ccc(OC)cc1OC (stereo unspecified) | 2 | -1.7 | -0.1 | 14 | -1 | -2 | 2 | 0 | . | 7 | 22
O=C(N/N=C/c1c[nH]c2ccccc12)c1ccncc1 | -2 | -0.1 | -0.1 | -6 | . | 2 | 5 | 4 | -3 | -14 | -20
Cc1ccc(S(=O)(=O)N/N=C/c2ccc(OC3CSC3)cc2)cc1 | 1 | -2.3 | -0.2 | 0 | 5 | 3 | 3 | -18 | -5 | 5 | 34
Cc1cccc(OCC(=O)NNc2c3ccccc3nc3ccccc23)c1 | -2 | 3.6 | 1.6 | 3 | -15 | 3 | 9 | 9 | -6 | 15 | 48
Cc1nn2c(=O)cc(CSc3ccccc3NC(=O)c3ccccc3F)nc2s1 | 1 | 0.0 | 0.1 | -6 | -3 | 6 | -20 | -29 | -7 | 0 | 24
CCOC(=O)c1[nH]ncc1CN1CCCC(C(=O)c2cccc(OC(C)C)c2)C1 (stereo unspecified) | 1 | -1.2 | 0.4 | -1 | 12 | -12 | -1 | -21 | -5 | 18 | 5
COc1ccc(NC(=O)CSc2nc3[nH]ncc3c(=O)n2-c2ccccc2C)cc1OC | -4 | -3.8 | 0.0 | 6 | -3 | 0 | 2 | -12 | -4 | 33 | -118
COC(=O)c1c(C#N)c(N)nc2c1CCC2 | 4 | -1.7 | 0.0 | 0 | 0 | -14 | 8 | -19 | -4 | 18 | -1
COc1cc(OC)cc(C(=O)N[C@@H](CCSC)c2nc3ccccc3[nH]2)c1 | 1 | 0.9 | -0.2 | 0 | -6 | 3 | 17 | 8 | 2 | 22 | 4
Cc1cccc(C)c1NC(=O)CN(C)C(=O)c1cc(S(=O)(=O)N(C)C)ccc1N1CCCC1 | 3 | -0.6 | -0.2 | 2 | 0 | -7 | -4 | 17 | -5 | 7 | -1
O=C(CN1C(=O)NC2(CCc3ccccc32)C1=O)NCC(F)(F)F (stereo unspecified) | 1 | -0.2 | -0.1 | 4 | -10 | -33 | 5 | -18 | -4 | 11 | 6
CC(=O)c1ccc(OC2OCCOC2Oc2ccc(C(C)=O)cc2)cc1 (stereo unspecified) | 5 | -0.3 | 0.7 | 8 | 24 | -11 | 4 | -16 | -1 | -21 | 4
N#CC12CCCCC1CC1CCCCC1(C#N)N2Cc1ccccn1 (stereo unspecified) | 2 | 3.2 | 0.3 | -1 | 14 | 3 | -2 | -13 | -1 | 2 | 12
COc1cc(NC(=O)c2ccccc2OCc2ccccc2)cc(OC)c1OC | 5 | 0.0 | -0.1 | 84* | 6 | 3 | -7 | -7 | -19 | 3 | 35
O=C(O)CCc1ccc(-c2cccs2)n1NC(=O)c1ccco1 | -6 | -0.7 | -0.3 | 2 | -5 | ? | 2 | -6 | . | 7 | 15
CN1CCN(CCCNC(=O)c2ccc3c(=O)n(CCc4ccccc4)c(=O)[nH]c3c2)CC1 | 1 | -0.5 | 0.0 | -15 | 24 | 14 | -12 | -27 | -5 | 3 | -24
COCCCN1C(=O)c2ccc(C(=O)OCC(=O)NCc3cccc(OC)c3)cc2C1=O | 3 | -0.2 | -0.3 | 0 | -4 | 14 | -6 | -18 | -6 | -8 | -9
Fc1cccc(F)c1-c1nc(-c2ccncc2)no1 | 1 | -0.7 | 0.1 | -8 | -9 | 13 | -36 | -68 | -21 | -219 | -236
COc1ccccc1C(=O)C1CCCN(C(=O)c2snnc2C)C1 (stereo unspecified) | 3 | 0.7 | 0.0 | -4 | -2 | 1 | -2 | 5 | 9 | 15 | 4
O=C(CCS(=O)(=O)c1cccc2nonc12)Nc1cccc2c1CCCC2 | -1 | -3.3 | -0.1 | -2 | 11 | -1 | 11 | -15 | -5 | 14 | 14
CC#CC[N+](C)(C)CCCCCCCC | -2 | 0.2 | 0.0 | 1 | -4 | 5 | -1 | 5 | -3 | 10 | 10
COc1ccc(NC(=O)c2sccc2SCC#N)cc1 | 0 | -2.4 | 0.1 | -2 | 0 | 7 | -32 | -36 | -9 | -210 | -115
O=C(/C=C/c1ccc2c(c1)OCO2)c1ccc(O)cc1O | . | -0.7 | -0.3 | 0 | -6 | 73* | -61 | -63 | -13 | -155 | -223
CC(=O)NCc1ccc(C(=O)CCl)s1 | 0 | -2.6 | 0.9 | 1 | -5 | 7 | 39 | -26 | -5 | 18 | 69*
COC(=O)c1ccc(/C=C/C(=O)c2ccc(OC)cc2)cc1 | 1 | 0.6 | 0.4 | -5 | -3 | 2 | -5 | -26 | . | -65 | -105

Complete entries, looked up by structure. Screens in order: NR2E3 ag-1, iPSC survival up, aDG glyco act, Granule exo inh, Vif imaging, PDI turbidity, TRPM1 prom inh, NR2E3 ag-2, CaV13 FRET inh, HIF-2a block, Peg3 prom inh
`COc1cc(OC)cc(C(=O)N[C@@H](CCSC)c2nc3ccccc3[nH]2)c1` as listed: 1, 0.9, -0.2, 0, -6, 3, 17, 8, 2, 22, 4
`O=C(N/N=C/c1c[nH]c2ccccc12)c1ccncc1` as listed: -2, -0.1, -0.1, -6, ., 2, 5, 4, -3, -14, -20

Carrying on:
SMILES | NR2E3 ag-1 | iPSC survival up | aDG glyco act | Granule exo inh | Vif imaging | PDI turbidity | TRPM1 prom inh | NR2E3 ag-2 | CaV13 FRET inh | HIF-2a block | Peg3 prom inh
CCN1C(=O)N[C@H](c2ccc(Br)cc2)C(C(C)=O)=C1C | 5 | 0.1 | 0.0 | -1 | -3 | 9 | 4 | -20 | -11 | 1 | -9
Cc1ccc(-c2noc(CN3CCN(Cc4ccccc4)CC3)n2)cc1 | 5 | -2.3 | -0.3 | 6 | 1 | 2 | 2 | -1 | -7 | -15 | -2
COC(=O)C1CC(=O)c2ccsc2C1 (stereo unspecified) | -1 | 3.6 | -0.2 | 4 | 4 | -4 | -1 | -2 | -3 | 15 | -5
S=C(NCCCN1CCOCC1)Nc1ccc(N2CCOCC2)cc1 | -1 | -0.1 | -0.1 | 0 | -21 | -5 | -3 | -15 | -19 | 11 | 14
COCCCNC(=O)CCc1nnc2ccc(N3CCC(C)CC3)nn12 | -2 | -0.5 | 0.0 | -14 | 5 | 17 | 14 | -12 | -17 | 21 | 2
CCCCC[C@H]1CN(CCCC)C(=O)[C@@H]1CC(=O)NCc1ccccc1 | 7 | 5.9 | 0.1 | 12 | -9 | 1 | 3 | -26 | -4 | -3 | 7
O=C(CSc1ccc(F)cc1)Nc1ccc(N2CCOCC2)cc1 | -2 | 2.0 | -0.5 | -1 | 1 | -5 | -20 | -6 | -2 | -113 | -72
CCOC(=O)C1CCN(C(=O)N(CC)CC)CC1 | 3 | 0.3 | -0.3 | -5 | 9 | -7 | -1 | -17 | 2 | 15 | -12
CCCCC(=O)Nc1ccc(C2C(=O)c3ccccc3C2=O)cc1 | -3 | -0.7 | 0.0 | 0 | 2 | 11 | -25 | -26 | -16 | -171 | -96
O=C(O)C(F)(F)C(NCc1ccccc1)c1ccccc1 (stereo unspecified) | -3 | 0.7 | 0.3 | 2 | -2 | 2 | -4 | -27 | -15 | 13 | 19
O=CNc1ccccc1 | 1 | -0.4 | -0.2 | -1 | -7 | . | 0 | 13 | . | -2 | 5
O=C(Cc1cc(=O)[nH][nH]1)N/N=C/c1ccccc1[N+](=O)[O-] | 4 | 0.3 | -0.1 | 6 | -2 | -1 | 2 | 7 | -20 | 17 | -4
COCCN(C(=O)CSc1nc2ccccc2c(=O)n1CCOC)c1c(N)n(Cc2ccccc2)c(=O)[nH]c1=O | 4 | 0.7 | 0.4 | -3 | 9 | 3 | 0 | -12 | -2 | 14 | -12
CCc1c(C)nc2cc(-c3cccs3)[nH]n2c1=O | . | 0.1 | 0.1 | -10 | 11 | 6 | -48 | -49 | -6 | -153 | -150
COC(=O)c1ccc(C2N=C(c3cccs3)CC(c3ccccc3O)N2)cc1 (stereo unspecified) | 5 | -0.1 | 0.0 | 36 | -2 | -6 | -10 | -42 | 23 | -43 | -26
O=C(NC1CCCCC1)C1CCN(S(=O)(=O)c2cccc3nonc23)CC1 | -1 | -0.4 | 0.0 | -5 | -3 | 10 | -2 | -12 | -5 | 18 | 10
O=C(Cc1c(F)cccc1Cl)Nc1ccc(S(=O)(=O)N2CCCC2)cc1 | 0 | 0.2 | 0.0 | 4 | 3 | 2 | 1 | -3 | -5 | -3 | 0
COc1cc(NC(=O)c2c(Cl)cnn2C)c(OC)cc1Cl | 1 | 1.6 | 0.1 | -1 | 8 | 5 | 5 | -8 | 3 | -6 | -13
Cc1cc(C)n(C(=O)CNC(=O)COc2ccccc2)n1 | 2 | 1.7 | 0.0 | -1 | . | 18 | -2 | -29 | . | 12 | 15
O=C(c1ccccc1)c1c(-c2ccccc2)[nH]n(-c2ccccc2)c(=O)c1=O | 5 | 0.8 | 0.0 | 9 | -8 | -1 | 5 | -29 | -2 | 11 | 7
CC1CCN(CC(=O)Nc2ccc(S(=O)(=O)N3C(C)CCCC3C)cc2)CC1 (stereo unspecified) | 0 | -0.3 | 0.1 | 4 | -2 | -2 | 10 | -11 | -6 | 13 | 22
Cc1ccc(C2(C(=O)N3CCC(n4nc(-c5ccccc5)oc4=O)CC3)CC2)cc1 | -3 | -0.6 | 0.0 | 4 | -3 | 0 | -12 | 23 | . | 13 | 25
COCCNc1nc(SCC(=O)N2CCN(c3ccccc3OC)CC2)nc2ccccc12 | 0 | 5.3 | 0.1 | 5 | 1 | 1 | -15 | -51 | -10 | -14 | 37
O=C(Nc1c(Cl)ccc2nsnc12)c1ccc([N+](=O)[O-])o1 | -2 | -0.2 | 1.3 | -17 | 18 | 5 | 89* | 31 | -7 | 60* | 90*
COc1ccc(NC(=O)CSc2nc(=O)n(CCN(C)C)c3c2CCCC3)cc1OC | 2 | 1.7 | 0.3 | 2 | 15 | -2 | -8 | 12 | -6 | -2 | -8
CC1C(=O)C(C)C(c2ccco2)NC1c1ccco1 (stereo unspecified) | 1 | 2.1 | -0.1 | -4 | -1 | -17 | -4 | -5 | -5 | 2 | 6
CC(/C=N/n1c(-c2ccco2)n[nH]c1=S)=C\c1ccccc1 | -3 | -0.4 | 0.1 | 12 | 28 | 9 | -12 | 9 | -6 | 13 | 6
